# Hck-Nef inh: human Hck-Nef kinase inhibition; P08631; Recombinant Hck-YEEI plus Nef, Z-Lyte FRET kinase assay; inhibition, % at 20 µM; 0.68% of 220,000 active;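 active = Hck-Nef kinase inhibition above about 50%, limit read from the data; inactive = inhibition below that limit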;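 note: 0% = DMSO with Hck plus Nef and 100% = Hck alone without Nef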
# RBBP9 inhibitor: blocks human serine hydrolase RBBP9 | O75884 | inhibition, % at 7.94 µM | 0.2% of 220,000 active | recombinant RBBP9, FP-Rh probe fluorescence polarization | AID 1515;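 active = inhibition above the campaign mean of all tested compounds plus 3 SD, cut at about 14% in these data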;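 note: plate controls were DMSO wells with RBBP9 for no effect and wells lacking RBBP9 protein for full effect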
#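 System: RBBP9 protein / Quantity: 2.5 µM RBBP9 dispensing solution, before mixing / Also added: Serine-hydrolase probe FP-Rh, 375 nM pre-mixing / Dosing: 7.94 µM single dose, 0.794% DMSO / Timing: enzyme-compound preincubation 30 min, then probe labeling 45 min, 25 °C / Signal: FP readout at 525/598 nm / Controls: DMSO-treated enzyme wells and wells lacking RBBP9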
# EP2 antag: EP2 receptor (human) inhibition; C6 glioma cells expressing human EP2, cAMP TR-FRET; cells stimulated with saturating PGE2; inhibition, % at 25 µM; 0.52% of 260,000 active;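 active = percent inhibition above 40 after rounding to a whole number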;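 note: rat C6 glioma host cells with rolipram phosphodiesterase inhibitor present; the protocol text gives 20 µM as final concentration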
# L929 necroptosis: blocks zVAD induced death of L929 cells. L929 zVAD necroptosis rescue, ATP luminescence, 24 h; with zVAD 60 µM. 0.38% of 220,000 active. AID 1377. viability rescue, % at 10 µM;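 active = activation, scaled between plate controls, above about 75%, limit read from the data; inactive = activation under that limit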;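 note: 0% = zVAD with DMSO and 100% = DMSO alone without zVAD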
# EP2 mod: EP2 receptor (human) modulation; EP2-expressing cells, cAMP HTRF FRET, PGE2 co-stimulation; induction, % at 25 µM; 0.83% of 260,000 active; AID 940;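 active = compounds whose cAMP rise, as percent of the full-agonist control response, exceeds 60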;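 note: rat C6 glioma line stably carrying human EP2 under a CMV promoter; the protocol text gives 20 µM as final concentration; 100% = response of wells given 1 µM PGE2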
# PERK inhibitor: inhibitors of human PERK kinase; Q9NZJ5; CHO PERK-DD fusion, SEAP luminescence translation reporter; inhibition, % at 5.6 µM; 0.17% of 220,000 active; AID 1416;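 active = inhibition above the mean inhibition of all tested compounds plus 3 SD, set separately per screening campaign, cut at about 2.9% in these data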;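 note: PERK kinase domain activated by AP20187 dimerizer at 100 nM; 0% = DMSO with dimerizer and 100% = rapamycin at 8.4 µM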
# Target sequence (Q9NZJ5 whole entry, looked up, the tested form may be a part): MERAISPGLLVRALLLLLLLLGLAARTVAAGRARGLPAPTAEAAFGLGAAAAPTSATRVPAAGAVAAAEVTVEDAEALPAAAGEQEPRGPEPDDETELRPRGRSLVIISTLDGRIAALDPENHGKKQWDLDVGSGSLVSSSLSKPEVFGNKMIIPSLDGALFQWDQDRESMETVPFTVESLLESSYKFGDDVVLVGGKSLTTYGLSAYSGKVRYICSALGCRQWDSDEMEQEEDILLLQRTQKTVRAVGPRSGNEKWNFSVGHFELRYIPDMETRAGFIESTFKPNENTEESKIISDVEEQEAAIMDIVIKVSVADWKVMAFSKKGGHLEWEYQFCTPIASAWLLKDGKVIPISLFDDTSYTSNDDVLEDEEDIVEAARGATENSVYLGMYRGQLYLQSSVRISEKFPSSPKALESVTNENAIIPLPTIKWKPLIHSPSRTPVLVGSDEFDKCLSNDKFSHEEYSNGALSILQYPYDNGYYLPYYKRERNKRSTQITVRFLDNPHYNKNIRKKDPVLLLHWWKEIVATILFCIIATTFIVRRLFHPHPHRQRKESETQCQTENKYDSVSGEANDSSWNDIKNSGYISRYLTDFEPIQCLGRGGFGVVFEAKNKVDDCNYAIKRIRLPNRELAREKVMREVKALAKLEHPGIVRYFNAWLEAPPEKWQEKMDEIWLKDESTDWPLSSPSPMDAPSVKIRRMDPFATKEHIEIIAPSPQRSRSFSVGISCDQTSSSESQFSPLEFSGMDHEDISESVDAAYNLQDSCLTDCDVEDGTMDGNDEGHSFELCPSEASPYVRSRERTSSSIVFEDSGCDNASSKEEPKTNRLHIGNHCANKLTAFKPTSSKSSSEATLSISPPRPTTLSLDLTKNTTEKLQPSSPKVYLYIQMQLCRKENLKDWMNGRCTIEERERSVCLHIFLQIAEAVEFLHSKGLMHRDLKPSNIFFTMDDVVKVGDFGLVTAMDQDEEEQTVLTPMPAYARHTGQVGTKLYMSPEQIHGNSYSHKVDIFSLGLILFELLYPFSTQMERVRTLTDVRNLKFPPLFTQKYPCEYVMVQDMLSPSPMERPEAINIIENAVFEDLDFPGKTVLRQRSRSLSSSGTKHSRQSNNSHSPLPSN
# Runt-SMMHC FRET: inhibitors of human RUNX1 Runt domain binding to CBFb-SMMHC; Cerulean-Runt/Venus-CBFb-SMMHC FRET ratio 530/480, 1 h; inhibition, % at 20 µM; 0.74% of 220,000 active;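 active = mean inhibition across duplicate retests at 20 µM reaching about 50%, limit read from the data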;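 note: 0% = DMSO wells and 100% = wells with excess untagged CBFb-SMMHC; inhibitors lower the FRET ratio by blocking Runt binding to CBFb-SMMHC; some results filed as inactive read as strong as hits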
# Runt-CBFb FRET: blocks binding of human RUNX1 Runt domain to CBFb. Q01196+Q13951. Cerulean-Runt/Venus-CBFb FRET ratio 530/480, 1 h. inhibition, % at 20 µM. 0.46% of 220,000 active;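 active = inhibition over about 50% at 20 µM in the single-dose screen, limit read from the data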;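 note: 0% = DMSO wells and 100% = excess unlabeled CBFb competitor control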
#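 Measured by: fluorescence energy transfer, 422 nm excitation, 530/480 nm emission; Assay system: Cerulean-Runt domain; Medium: Tris pH 7.5 buffer with BSA; Measure: loss of energy transfer signal; Controls: 5 µM unlabeled CBFb as full-inhibition high control; Incubation: protein complex preformed 1 h, compound exposure 1 h, room temperature, dark.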
# TNF necrop inh: TNF-alpha cell death inhibition in Jurkat FADD-/- cells. Jurkat FADD-/- TNF necroptosis rescue, ATP luminescence, 24 h; 0 = TNF only, 100 = no-TNF cells. activation (protection from cell death), % at 10 µM. 0.068% of 220,000 active;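 active = activation, meaning protection from cell death, of at least 50% relative to plate controls; inactive = activation below 50%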;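 note: necroptosis triggered by 40 ng/mL TNF-alpha added together with compound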
# * = called active by the depositor; . = not tested or not shown; & = joins results of further samples. These rows are one share of the data (hit frequency here may not be typical).
SMILES,Hck-Nef inh,RBBP9 inhibitor,EP2 antag,L929 necroptosis,EP2 mod,PERK inhibitor,Runt-SMMHC FRET,Runt-CBFb FRET,TNF necrop inh
CCOC(=O)C(NC(=O)CC)(Nc1ccc(S(N)(=O)=O)cc1)C(F)(F)F (stereo not drawn),10,1,7,1.1,22,1.9,-4,0,0.8
COc1ccccc1CNC(=O)c1cccc(-c2ccc(C)c3ccccc23)n1,-8,-12,.,1.9,8,0.1,0,-2,0.6
COc1ccc(NC(=O)C2CCC(=O)N2S(=O)(=O)c2ccc(C)cc2)c(OC)c1 (stereo not drawn),3,-11,7,-0.1,12,-0.3,2,-1,-0.6
CN(C(=S)NC(=O)Cc1ccccc1)c1ccccc1,20,0,9,-0.3,4,1.0,0,7,3.1
Cc1ccc(NC(=O)N(Cc2ccc3c(c2)OCO3)Cc2cc3cc4c(cc3[nH]c2=O)OCCO4)cc1,0,-4,29,0.1,-10,-0.3,-1,-2,-11
Cc1ccccc1C(=O)Nc1nc(-c2cccnc2)cs1,51*,-10,3,0.0,10,1.1,-3,9,-1.5
O=C(Nc1c(C(=O)N2CCCCC2)cnn1-c1ccccc1)c1ccccc1,0,-5,7,-0.4,7,-0.4,-2,-1,0.6
O=C(NCCCN1CCOCC1)C(=O)NCc1ccccc1,13,-4,4,4.3,11,1.4,-1,0,0.5
Cc1cc(C)cc(C(=O)OCC(=O)NCC(F)(F)F)c1,1,2,9,-0.2,8,0.9,0,1,-0.1
NS(=O)(=O)c1ccc(CCNC(=O)c2ccc(Br)s2)cc1,-2,-4,2,2.4,-17,1.1,-4,-1,0.5
CN(C)CCNC(=O)Nc1ccc([N+](=O)[O-])cc1,-7,-5,1,-0.1,4,0.0,-1,2,1.7
CCOC(=O)C1=C(CC)Nc2ccccc2N=C1NC(=O)c1ccc(S(=O)(=O)N(C)C)cc1,-2,-5,17,-0.9,0,-1.1,5,0,-1.0
C[C@@H](C(=O)OCC(=O)Nc1cc(S(=O)(=O)N2CCOCC2)ccc1Cl)N1C(=O)C2CCCCC2C1=O (stereo partly drawn),8,-5,9,0.9,-32,-0.2,0,0,0.4
O=C(Nc1ccc(S(=O)(=O)N2CCCC2)cc1)c1cc(=O)c2ccccc2o1,3,-9,11,2.4,-39,0.7,-3,1,4.3
COc1cccc(C(c2sc3nc(C)nn3c2O)N2CCC3(CC2)OCCO3)c1 (stereo not drawn),2,4,2,0.2,11,0.0,0,2,0.6
O=C1Nc2ccccc2Nc2ncccc21,23,-7,.,26,5,1.4,2,-1,38
CC(Sc1cccc[n+]1[O-])C(=O)Nc1cccc([N+](=O)[O-])c1 (stereo not drawn),-18,-2,6,1.4,-4,0.1,3,1,1.0
Cc1oc(-c2ccccc2Cl)nc1CSc1nc2c(c(=O)[nH]1)CCC2,-8,-2,8,.,26,-0.1,5,-4,-1.5
Cn1c(SCC(=O)N/N=C/C=C/c2ccco2)nc2ccccc21,13,-1,14,0.0,-62,1.1,-17,1,-0.1
Cc1nc2cc(-c3ccc(Cl)cc3)nn2c(C)c1CCC(=O)NCc1ccco1,-1,5,15,0.1,-16,0.7,-2,-7,0.4

# 3 structures from above, ordered by formula weight, descending.
SMILES,Hck-Nef inh,RBBP9 inhibitor,EP2 antag,L929 necroptosis,EP2 mod,PERK inhibitor,Runt-SMMHC FRET,Runt-CBFb FRET,TNF necrop inh
CCOC(=O)C1=C(CC)Nc2ccccc2N=C1NC(=O)c1ccc(S(=O)(=O)N(C)C)cc1,-2,-5,17,-0.9,0,-1.1,5,0,-1.0
CCOC(=O)C(NC(=O)CC)(Nc1ccc(S(N)(=O)=O)cc1)C(F)(F)F (stereo not drawn),10,1,7,1.1,22,1.9,-4,0,0.8
O=C1Nc2ccccc2Nc2ncccc21,23,-7,.,26,5,1.4,2,-1,38

# New compounds follow.
SMILES,Hck-Nef inh,RBBP9 inhibitor,EP2 antag,L929 necroptosis,EP2 mod,PERK inhibitor,Runt-SMMHC FRET,Runt-CBFb FRET,TNF necrop inh
O=C(C1CCCN(S(=O)(=O)c2cccnc2)C1)N1CCn2c1nc1ccccc12 (stereo not drawn),16,-5,8,0.3,-3,-0.7,-4,2,-2.6
COc1ccc(Br)cc1S(=O)(=O)N1CCN=C1C,2,7,0,1.6,-2,0.4,-4,1,-1.2
CCOC(=O)N1CCN(C(=O)CS(=O)(=O)c2cn(Cc3ccccc3Cl)c3ccccc23)CC1,16,-2,12,0.4,27,0.9,-1,-2,-0.1
O=C(CSc1nc2[nH]ncc2c(=O)n1-c1ccccc1)c1ccc2c(c1)OCCO2,12,3,21,0.1,3,-1.0,-2,0,-6.2
O=C(OCn1ncc(Cl)c(Cl)c1=O)c1cccc(C(F)(F)F)c1,-1,-12,14,99*,-1,-0.7,2,6,-17
N#Cc1cc(Sc2ccccn2)c([N+](=O)[O-])cc1C#N,8,-12,3,-0.7,19,0.1,-8,1,-3.2
COc1ccc(-c2ccc(=O)n(CC(=O)Nc3cccc(O)c3)n2)cc1OC,3,4,6,0.4,8,-0.2,.,.,-1.0
O=C(COc1ccc2ccc(=O)oc2c1)Nc1ccc(N2CCOCC2)cc1,4,-1,8,1.1,-19,1.0,9,5,3.3
Cc1ccc(-c2nn(-c3ccccc3)cc2/C=C/C(=O)Nc2nccs2)cc1,-1,-4,5,0.6,-6,0.7,-1,-5,2.0
CCOC(=O)C(C)n1nc(/C=C/c2ccc(OC)cc2)ccc1=O (stereo not drawn),21,-3,4,0.1,-17,0.4,-7,-10,-2.7
CC1=C(C(=O)Nc2ccccc2)C(c2cccs2)C(C#N)=C(SCC#N)N1 (stereo not drawn),1,-10,.,-0.2,-12,-0.2,3,4,-2.6
COc1ccc(CC2(CO)CCN(C(C)COc3ccccc3)CC2)cc1 (stereo not drawn),21,-2,16,-0.4,-24,0.3,.,.,3.4
CCOc1ncccc1C(=O)Nc1ccccc1F,7,-1,8,0.8,13,1.1,-1,1,-2.3
CCCCCn1c(N2CCC(C(N)=O)CC2)nc2c1c(=O)[nH]c(=O)n2C,2,-5,17,-0.1,10,0.0,4,-1,-1.7
COc1ccc(NC(=O)CN(C)S(=O)(=O)c2ccc3c(c2)OCCO3)c2ncccc12,-1,-6,13,1.5,-30,-0.2,0,0,-1.3
COc1ccc(CCNC(=O)CN(C2CCCCC2)S(C)(=O)=O)cc1OC,1,-6,6,0.8,2,-0.4,-1,-1,0.1
O=C(COc1ccc(Cl)cc1)NCCN1CCCCC1,2,-4,4,1.9,4,-0.1,-4,-1,3.1
CC(C)c1ccccc1NC(=O)Cn1c(-c2ccccc2Cl)nc2ccccc21,7,0,6,-0.2,3,-0.3,0,-6,3.5
CCNc1nc(NC(C)CC)nc(Oc2ccc(=O)[nH]n2)n1 (stereo not drawn),1,-1,3&2,1.6,-4&19,0.4,-2,-1,-0.1
Cc1ccc(S(=O)(=O)N(C)CC(=O)Nc2nc3ccccc3s2)cc1,15,-10,13,0.6,-1,-0.1,3,-2,1.7
Cc1ccccc1-c1ncc(CN2CCC(CO)(CCCc3ccccc3)CC2)cn1,4,1,4,1.3,-45,0.8,1,-5,0.8
COc1ccc(-c2nn(CCC(=O)O)cc2/C=N/NC(N)=S)cc1,2,-10,8,1.6,-3,0.4,0,4,0.8
CCC1CCc2c(sc(NC(=O)CSc3nc(-c4ccco4)cc(C(F)(F)F)n3)c2C#N)C1 (stereo not drawn),0,-8,14,-0.5,22,-0.7,-2,0,0.4
Cc1cccc(C)c1NC(=O)CCCCCC1NC(=O)NC1C (stereo not drawn),-20,-11,7,-0.6,6,1.4,-2,.,-0.3
CC(C)OC1(c2ccccc2)OC(=O)c2ccccc21 (stereo not drawn),15,-7,1,-0.8,40,-0.1,-1,0,-1.1
O=C(COC(=O)/C=C/c1cccs1)Nc1nc(-c2cccc(Br)c2)cs1,31,17*,4,0.3,-17,2.0,3,0,3.2
COc1cccc(C(C(=O)NC(C)(C)C)N(C(=O)CCC(=O)Nc2cc(C)on2)C2CC2)c1OC (stereo not drawn),0,6,4,-0.2,13,-0.6,2,1,-3.4
COc1ccc(C2CC(c3ccccc3)=NN2c2ccc(Cl)c(C(=O)O)c2)cc1 (stereo not drawn),-4,-4,4,1.7,10,1.8,39,-1,-0.5
CC(C)Oc1ccc(C(CC(=O)O)c2ccc(F)cc2)cc1 (stereo not drawn),22,8,5,-0.5,28,0.7,-2,2,1.3
COc1cc(O)cc2cc3c(c(O)c12)C(=O)CC(C)(O)O3 (stereo not drawn),24,.,14,-0.4,-5,.,-100,-62,-0.8
O=C(Nc1ccc(Cl)cc1)N1N=CCC1c1ccccc1 (stereo not drawn),21,-11,7,79*,-29,2.6,0,0,92*
CCCCC(=Nc1ccccc1OC)C1=C(O)CC(c2ccccc2)CC1=O (stereo not drawn),0,1,5,-0.1,15,0.4,1,-1,1.2

# Entries of single compounds, looked up by structure. Order of values: Hck-Nef inh	RBBP9 inhibitor	EP2 antag	L929 necroptosis	EP2 mod	PERK inhibitor	Runt-SMMHC FRET	Runt-CBFb FRET	TNF necrop inh
# Profile of O=C(Nc1ccc(Cl)cc1)N1N=CCC1c1ccccc1 (stereo not drawn) = 21	-11	7	79*	-29	2.6	0	0	92*
# Profile of CC(C)c1ccccc1NC(=O)Cn1c(-c2ccccc2Cl)nc2ccccc21 = 7	0	6	-0.2	3	-0.3	0	-6	3.5
# Profile of Cc1cc(C)cc(C(=O)OCC(=O)NCC(F)(F)F)c1 = 1	2	9	-0.2	8	0.9	0	1	-0.1
# Profile of COc1ccc(-c2ccc(=O)n(CC(=O)Nc3cccc(O)c3)n2)cc1OC = 3	4	6	0.4	8	-0.2	.	.	-1.0
# Profile of O=C(OCn1ncc(Cl)c(Cl)c1=O)c1cccc(C(F)(F)F)c1 = -1	-12	14	99*	-1	-0.7	2	6	-17

# Not a retest: entries from further up.
SMILES,Hck-Nef inh,RBBP9 inhibitor,EP2 antag,L929 necroptosis,EP2 mod,PERK inhibitor,Runt-SMMHC FRET,Runt-CBFb FRET,TNF necrop inh
Cc1ccccc1-c1ncc(CN2CCC(CO)(CCCc3ccccc3)CC2)cn1,4,1,4,1.3,-45,0.8,1,-5,0.8
COc1ccc(-c2nn(CCC(=O)O)cc2/C=N/NC(N)=S)cc1,2,-10,8,1.6,-3,0.4,0,4,0.8
CCC1CCc2c(sc(NC(=O)CSc3nc(-c4ccco4)cc(C(F)(F)F)n3)c2C#N)C1 (stereo not drawn),0,-8,14,-0.5,22,-0.7,-2,0,0.4
Cc1cccc(C)c1NC(=O)CCCCCC1NC(=O)NC1C (stereo not drawn),-20,-11,7,-0.6,6,1.4,-2,.,-0.3

# Screening results from PubChem.
